# IL2 activator = activates IL-2 in a cell-based reporter assay; IL-2 activation reporter assay, cell-based qHTS; stimulated with anti-CD3/CD4/CD28 beads; in transgenic mouse T cells; activation, % (series mostly up to about 46 µM); 0.065% of 360,000 active; AID 652025; in the data active = activation above about 50%; inconclusive = mostly about 30% to 49%; note: 0% is about no effect
#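 Unstimulated transgenic mouse T cells preincubated 60 min with compound, then stimulated with anti-CD3/anti-CD4-coated beads plus anti-CD28 for 18 h at 37 degrees C. IL-2 response read as EGFP and DsRed fluorescence by plate cytometry.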
# PI5P4Ka inh = blocks human PI5P4K alpha kinase activity | P48426 | PI5P4Kalpha enzyme, ADP-Glo luminescence, 60 min; active compounds read low | max response, % | 1.2% of 330,000 active; active = max response of -50% or lower; inconclusive = between -30% and -50%; inactive = -30% or higher; note: value at the top dose of about 77 µM; % is set by controls: 0 for no effect and ±100 for the full control effect
# Target sequence (P48426 whole entry, looked up): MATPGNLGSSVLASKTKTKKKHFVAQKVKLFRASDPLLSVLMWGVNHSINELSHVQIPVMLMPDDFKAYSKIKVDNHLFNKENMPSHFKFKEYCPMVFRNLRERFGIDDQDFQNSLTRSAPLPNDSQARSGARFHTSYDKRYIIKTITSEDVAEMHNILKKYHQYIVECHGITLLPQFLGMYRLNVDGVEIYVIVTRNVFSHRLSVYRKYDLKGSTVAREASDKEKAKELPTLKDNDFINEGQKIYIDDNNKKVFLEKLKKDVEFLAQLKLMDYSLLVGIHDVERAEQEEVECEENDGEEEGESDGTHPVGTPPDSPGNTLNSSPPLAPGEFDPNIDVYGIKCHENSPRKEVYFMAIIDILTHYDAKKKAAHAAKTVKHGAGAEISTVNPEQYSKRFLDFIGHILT
#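 Controls without substrate or without enzyme flank wells where PI5P4Kalpha converts substrate using 5 microM ATP (final). Incubation lasts 60 minutes at room temperature; ADP formed is read by ADP-Glo luminescence.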
# EPAC1 ag = activates human EPAC1 exchange factor; AID 720707; 0.073% of 360,000 active; Potency, µM (series often up to 154 µM), inactives show at the highest dose activation, most hits filed as activators; EPAC1 agonist qHTS, biochemical assay; response scale: 100% = response to 6.5 mM cAMP; note: potency is the fitted concentration of half-maximal effect; nearly all actives have a fitted effect of over 60% in size
#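 Nucleotide exchange by EPAC1 (100 nM) on Rap1B–BODIPY-GDP (250 nM) in the presence of 50 uM GDP is tracked fluorescently at 480/540 nm over 30 min. Signals are normalized to a 6.5 mM cAMP control.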
# WRN helicase inh = WRN helicase (human) inhibition. Q14191. WRN helicase unwinding, fluorescent forked duplex, kinetic. Potency, µM (highest dose often 114 µM), for inactives: at the highest dose activity change, negative = inhibition, usual class: inhibitors. 0.46% of 360,000 active. AID 651768; note: potency is the fitted concentration of half-maximal effect; % is set by controls: 0 for no effect and ±100 for the full control effect; nearly all actives have a fitted effect of over 55% in size
#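 Primary qHTS, 1536-well format. 20 nM WRN + compound, 15 min RT; start with 100 nM forked fluorophore/quencher duplex, 2 mM ATP (final); kinetic read ex 525/em 598 nm.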
# PLK1 PBD inh = PLK1 (human) polo-box domain binding inhibition | P53350 | Plk1 PBD binding of FITC phosphopeptide, fluorescence polarization | Potency, µM, inactives show max response, negative = inhibition, hits mostly inhibitors | 2.8% of 360,000 active; note: potency is the fitted concentration of half-maximal effect; series mostly up to about 57 µM; % is set by controls: 0 for no effect and ±100 for the full control effect; nearly all actives have a fitted effect of over 65% in size
# Target sequence (P53350 whole entry, looked up, the tested form may be a part): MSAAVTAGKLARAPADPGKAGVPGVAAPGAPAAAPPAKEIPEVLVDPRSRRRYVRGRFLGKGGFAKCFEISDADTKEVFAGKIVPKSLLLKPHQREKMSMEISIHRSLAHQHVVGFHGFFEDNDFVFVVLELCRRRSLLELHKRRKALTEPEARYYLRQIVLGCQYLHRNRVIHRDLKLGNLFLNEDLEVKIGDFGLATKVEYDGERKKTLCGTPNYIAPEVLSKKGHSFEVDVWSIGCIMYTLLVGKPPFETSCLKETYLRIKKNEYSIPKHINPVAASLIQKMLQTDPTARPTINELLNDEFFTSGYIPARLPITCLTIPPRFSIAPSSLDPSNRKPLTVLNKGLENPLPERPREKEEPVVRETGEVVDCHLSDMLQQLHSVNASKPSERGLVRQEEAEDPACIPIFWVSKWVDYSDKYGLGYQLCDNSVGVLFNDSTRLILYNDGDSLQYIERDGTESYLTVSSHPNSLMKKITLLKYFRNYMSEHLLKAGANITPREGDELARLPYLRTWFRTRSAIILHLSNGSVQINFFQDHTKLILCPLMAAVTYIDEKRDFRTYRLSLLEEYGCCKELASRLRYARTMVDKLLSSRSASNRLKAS
# EPAC1 antag = antagonists of human EPAC1. AID 720709. EPAC1 GEF assay, Rap1b-BODIPY-GDP exchange fluorescence. 0.14% of 360,000 active. O95398. Potency, µM (titrated, usually from 115 µM), for the others: at the highest dose activity change, negative = inhibition, most hits filed as inhibitors;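 note: potency is the fitted concentration of half-maximal effect; plate controls were vehicle for no effect and positive control for full effect; nearly all actives have a fitted effect of over 50% in size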
# CCT modulator = cytosolic chaperonin activity modulation | purified chaperonin ATPase assay, HTRF ADP detection, 30 min | activity change, % (test concentration not listed), hits read low | 0.3% of 360,000 active; in the data active = activity change below about -30%; note: % is set by controls: 0 for no effect and ±100 for the full control effect
#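 We incubate TRiC, 40 or 20 nM final, with library compounds at 76 uM and 10 uM ATP for 30 min at 37 °C. ADP formed is detected with Transcreener HTRF reagents after 30 min at room temperature.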
# EPAC2 ag = agonists of human EPAC2 (RAPGEF4) | Q8WZA2 | 0.079% of 360,000 active | EPAC2 activation, biochemical qHTS; response scale: 100% = 6.5 mM cAMP response | Potency, µM (titrated, usually from 154 µM), for inactives: at the highest dose activation, hits mostly activators | AID 720711; note: potency is the fitted concentration of half-maximal effect; nearly all actives have a fitted effect of over 50% in size
#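 Fluorescence exchange assay: 100 nM EPAC2 with 250 nM RAP1B-BODIPY-GDP and 50 uM GDP; compounds tested as a concentration-titration series (qHTS). Loss of Rap1-bound BODIPY-GDP fluorescence read at 480/540 nm; data normalized to 6.5 mM cAMP.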
# The depositor's hits bear a star; ? = inconclusive; / = no result given; [ ] = remark or other dose. Unless noted, calls come from the whole dose curve; as a rule, active = well fitted curve in the direction sought with a large enough effect; inconclusive = small, poorly fitted or top-dose-only effect, or another doubt; inactive = no such curve, though single readings can be large; an effect the other way counts as inactive or inconclusive.
SMILES,IL2 activator,PI5P4Ka inh,EPAC1 ag,WRN helicase inh,PLK1 PBD inh,EPAC1 antag,CCT modulator,EPAC2 ag
COC(=O)C1=C(C)NC(=O)CC1c1ccccc1F (stereo unspecified),2.4,/,6%,-8%[57.1 µM],-1%,7%,0.5,6%
O=C(CCCCl)Nc1nc(-c2ccc3c(c2)OCCO3)cs1,0.7,-2,1%,5%,2%,4%,-0.3,2%
COC(=O)c1c(NC(=O)CN(c2ccc(C)c(C)c2)S(C)(=O)=O)sc2c1CCCC2,0.5,2,-1%,-1%,1%,-6%,-0.2,20%
COc1ccc(S(=O)(=O)N2CCOCC2)cc1NC(=O)[C@@H]1CCCN1C(=O)c1cccs1,-1.6,-2,1%,-1%,-9%,1%,0.2,7%
COc1ccc(NC(=O)C2=C(C)C(=O)OC23CCC(C)CC3)c(OC)c1 (stereo unspecified),-1.0,0,-4%,5%,-2%,-8%,-0.1,1%
Cc1c(C(=O)O)cccc1-c1ccc(/C=N/Nc2ccc(Br)cc2)o1,-0.5,-24,-6%,?,?,?,0.9,-9%
Clc1cccc(C2CCN(Cc3nc(CC4CC4)no3)C2)c1 (stereo unspecified),-2.6,9,2%,-4%,-8%,-7%,-0.5,4%
CN(C)CCCNC(=O)C1(O)c2cc(Br)ccc2NC(=O)N1c1c(F)cccc1F (stereo unspecified),1.7,0,-10%,-4%,-5%,7%,-0.4,-2%
COc1ccc(C(=O)NNC(=S)NC(=O)c2ccc(F)cc2)cc1Br,1.3,-3,4%,-5%,-13%,-3%,-0.2,14%
Cc1cn(CC(=O)NCCNc2ccc([N+](=O)[O-])cn2)c(=O)[nH]c1=O,0.9,-1,2%,-5%,-14%,-15%,-2.5,3%
COCCN(Cc1ccccc1)C(=O)c1c(C)nn(-c2ccccc2)c1C,-2.2,-3,0%,4%,-5%,1%,-3.8,-2%
COc1ccc2c(C(=O)c3ccc(C)cc3)n(Cc3ccc(C(N)=O)cc3)[n+]([O-])c2c1,0.8,-9,-6%,8%,-25%,-12%,-1.6,11%
COC(=O)COc1ccc2c(c1)O/C(=C\c1cccc([N+](=O)[O-])c1)C2=O,-0.5,-4,-2%,4%,1%,2%,1.7,0%
N#Cc1ccc(CSc2nc(N)cc(N)n2)cc1,-1.1,7,1%,-1%[57.1 µM],-2%,?,-0.3,7%
Cc1cc2[nH]c3ccccc3c2c(C)n1,0.7,8,13%,10%,-17%,-8%,-0.4,4%
COc1ccc(Cc2c(-c3cccc(Cl)c3)nc3ccc(Br)cn23)c(C)c1,-0.5,-6,19%,-11%,-18%,0%,0.5,5%
CCCc1cc(C(=O)N2CCN(C(c3ccccc3)c3ccccc3)CC2)no1,1.7,2,-8%,-7%[57.1 µM],-9%,-13%,0.5,15%
O=c1[nH]c(O)c(C=Nc2ccc(Cl)cc2Cl)c(=O)[nH]1,-1.9,5,8%,-1%,3%,-19%,1.8,3%
CCN(CC)C(=O)[C@H]1CC(CC(=O)NCCCn2ccnc2)C(=O)N2CCc3c([nH]c4ccc(OC)cc34)[C@]12C (stereo partly specified),0.7,-4,-9%,5%,-3%,-1%,0.4,-2%
CCOC(=O)C(C)C1(O)c2ccccc2-c2ncccc21 (stereo unspecified),-1.6,-5,6%,8%,1%,14%,-1.5,3%
COc1ccccc1C(=O)Nc1cc(C)c(OCC(=O)N2CCOCC2)c(C)c1,-4.7,-1,4%,-20%,-3%,1%,-3.7,-3%
CCOc1ccc(NC(=O)CN2C(=O)NC(C)(c3ccc4c(c3)OCCCO4)C2=O)cc1OCC (stereo unspecified),0.6,4,-4%,3%,-2%,11%,-1.0,-1%
Cc1ccc(NC(=O)CSc2nnnn2-c2cccnc2)c(C)c1,0.8,0,3%,1%,-4%,12%,0.7,16%
CCN(CC)C(=O)c1sc2c(c1C)c(=O)n(-c1ccc(C)c(C)c1)c(=O)n2CC(=O)NCC1CCCO1 (stereo unspecified),3.0,-8,1%,-11%,-13%,-5%,-2.4,-4%
CC1CN(CC(O)COc2ccc(C(C)C)cc2)CC(C)O1 (stereo unspecified),-1.3,-1,-4%,2%,2%,9%,0.7,-3%

# Reformatted with two lines to a compound: part of the list above
# Second line of a record: IL2 activator | PI5P4Ka inh | EPAC1 ag | WRN helicase inh | PLK1 PBD inh | EPAC1 antag | CCT modulator | EPAC2 ag
COC(=O)C1=C(C)NC(=O)CC1c1ccccc1F (stereo unspecified)
  2.4 | / | 6% | -8%[57.1 µM] | -1% | 7% | 0.5 | 6%
O=C(CCCCl)Nc1nc(-c2ccc3c(c2)OCCO3)cs1
  0.7 | -2 | 1% | 5% | 2% | 4% | -0.3 | 2%
COC(=O)c1c(NC(=O)CN(c2ccc(C)c(C)c2)S(C)(=O)=O)sc2c1CCCC2
  0.5 | 2 | -1% | -1% | 1% | -6% | -0.2 | 20%
COc1ccc(S(=O)(=O)N2CCOCC2)cc1NC(=O)[C@@H]1CCCN1C(=O)c1cccs1
  -1.6 | -2 | 1% | -1% | -9% | 1% | 0.2 | 7%
COc1ccc(NC(=O)C2=C(C)C(=O)OC23CCC(C)CC3)c(OC)c1 (stereo unspecified)
  -1.0 | 0 | -4% | 5% | -2% | -8% | -0.1 | 1%
Cc1c(C(=O)O)cccc1-c1ccc(/C=N/Nc2ccc(Br)cc2)o1
  -0.5 | -24 | -6% | ? | ? | ? | 0.9 | -9%
Clc1cccc(C2CCN(Cc3nc(CC4CC4)no3)C2)c1 (stereo unspecified)
  -2.6 | 9 | 2% | -4% | -8% | -7% | -0.5 | 4%
CN(C)CCCNC(=O)C1(O)c2cc(Br)ccc2NC(=O)N1c1c(F)cccc1F (stereo unspecified)
  1.7 | 0 | -10% | -4% | -5% | 7% | -0.4 | -2%
COc1ccc(C(=O)NNC(=S)NC(=O)c2ccc(F)cc2)cc1Br
  1.3 | -3 | 4% | -5% | -13% | -3% | -0.2 | 14%

# (next part)
SMILES,IL2 activator,PI5P4Ka inh,EPAC1 ag,WRN helicase inh,PLK1 PBD inh,EPAC1 antag,CCT modulator,EPAC2 ag
CCN(c1ccccc1)S(=O)(=O)c1cccc(C(=O)Nc2ccc(C)cn2)c1,-3.5,-2,7%,0%,3%,14%,2.3,4%
C/C(NCc1ccccc1)=C(\C#N)C(=O)NCc1ccccc1,0.2,-3,9%,4%,-8%,-7%,-2.2,11%
O=C(NNc1cc(N2CCOCC2)nc(N2CCOCC2)n1)C12CC3CC(CC(C3)C1)C2,0.2,7,5%,3%,-2%,4%,-1.8,-6%
O=C1OC(c2ccc(Br)cc2)=N/C1=C\N1CCCCC1,-1.9,5,7%,-3%,-9%,-13%,-1.8,3%
CC1CCN(c2nncc3ccccc23)CC1,-1.3,-5,-4%,6%,-1%,19%,1.2,-4%
Cn1nc(C(C)(C)C)cc1C(=O)N1CCCCC1c1cc(C(=O)Nc2cccc3c2CCCC3)no1 (stereo unspecified),-1.0,5,-1%,-9%,-7%,-15%,1.0,-1%
COCc1cc(=O)[nH]c(SC)n1,-0.1,-1,-2%,-30%,-19%,-33%,1.2,8%
CN1CCN(C(=S)Nc2ccc(Cl)cc2Cl)CC1,-0.4,0,8%,-2%,-10%,-6%,-1.9,8%
O=C(Nc1nc(-c2ccc(Cl)cc2)cs1)C1=COCCO1,-0.1,2,?,0%,-5%,?,-3.6,10%
O=C(Nc1ccc(S(=O)(=O)N2CCCC2)cc1)C1COc2ccccc2O1 (stereo unspecified),-2.2,1,-1%,-1%,-2%,?,-3.2,15%
COc1ccccc1NC(=O)Cc1csc(NC(=O)c2ccccc2)n1,-1.1,-2,5%,-4%,-10%,-7%,1.7,3%
C[C@@H]1CN([C@@H](C)CO)C(=O)CCCn2nncc2CO[C@H]1CN(C)C(=O)Nc1ccccc1F,-2.4,2,-29%,7%,-8%,-12%,1.1,17%
CCN(C(=O)COC(=O)C1CCN(S(=O)(=O)c2cccs2)CC1)c1ccccc1,2.9,4,7%,-26%,-12%,-8%,-2.4,9%
CC1CCN(CCc2nc3cc(NC(=O)COc4ccccc4)ccc3n2C)CC1,-0.7,-8,8%,-2%,-11%,1%,-1.7,0%
CCn1cc([C@@H]2C[C@H]3CN(Cc4cccc(Cl)c4)C(=O)[C@]34CCCN24)cn1,3.4,2,12%,1%,1%,3%,0.6,6%
COc1cc(NS(=O)(=O)c2cc3c(cc2C)NC(=O)CO3)cc(OC)c1,-3.4,6,-5%,5%,1%,9%,-0.2,5%
CC(=O)N1CCN(c2ccccc2NC(=O)c2cc3ccccc3o2)CC1,-2.0,1,-1%,-9%,-14%,-4%,-3.3,8%
CC(C)S(=O)(=O)C/C(N)=N/OS(=O)(=O)c1ccc(Cl)cc1,0.6,-3,11%,0%,1%,-16%,0.9,6%
COc1ccc(CC(=O)O/N=C(\N)Cc2ccc([N+](=O)[O-])cc2)cc1,-2.9,-8,8%,?,-5%,-16%,11,10%
Nc1ccccc1C=C1Cc2ccccc2C1=O,0.3,4,5%,-14%,8%,-22%,-4.4,1%
CCOC(=O)COc1c(C=O)cc(Br)cc1OC,-1.5,/,5%,-5%,-2%,-1%,-4.3,7%
Cc1cc(/C=C2\SC(=S)NC2=O)c(C)n1-c1ccccc1,2.8,-83*,-2%,-29%,?,-10%,-0.6,16%
Cc1ccc(C(=O)O)cc1-c1ccc(/C=C2\SC(=O)N(CC(=O)Nc3ccc4c(c3)OCO4)C2=O)o1,-1.1,-60*,?,?,2%,-15%,-2.1,12%
CCCCn1c(=NC(=O)c2ccco2)c(C(=O)OCC)cc2c(=O)n3cccc(C)c3nc21,-0.4,-2,2%,2%,-5%,2%,-2.7,-10%
Cc1cc(C)nc(NS(=O)(=O)c2ccc(NC(=O)c3nn(-c4ccccc4)ccc3=O)cc2)n1,-0.1,-3,8%,-8%,3%,-27%,-1.5,5%
CC1(C)Oc2c(ccc(O)c2CN2CCOCC2)C2=C1CCCC2,-5.2,-8,-5%,6%,-1%,-15%,0.9,1%
C=CCn1c(SCC(N)=O)nnc1-c1cc(Br)ccc1O,-1.7,0,6%,2%,-3%,11%,1.4,6%
COc1ccc(N2C(=O)CSC23C(=O)Nc2ccccc23)cc1OC (stereo unspecified),1.4,/,8%,-9%,-4%,7%,-3.1,5%
O=C(Cc1coc2cc(O)ccc12)NNC(=O)c1ccc(Br)s1,-4.9,?,8%,?,0%,-11%,-2.1,3%

# Not all compounds are listed. The share of hits here may be higher or lower than overall.
